KLK5 inh: blocks human kallikrein 5 protease activity. inhibition, % at 5 µM. recombinant hK5, fluorogenic AMC substrate cleavage. 0.59% of 210,000 active;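 active means inhibition of 40% or more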;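 further: 0% = enzyme controls without compound and 100% = no-enzyme blanks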
FXIIa inh 1536: blocks human coagulation factor XIIa protease activity; AID 800; inhibition, % at 5 µM; 0.3% of 220,000 active; purified FXIIa, Boc-QGR-AMC fluorogenic substrate, 2 h; P00748; in the data active means inhibition above about 40%;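 further: 0% = enzyme with no compound and 100% = blank without enzyme; many of its hits are not listed in these tables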
Rad51 HR inh: Rad51 (human) homologous recombination inhibition. inhibition, % at 10 µM. 0.085% of 200,000 active. hRad51 DNA strand exchange, fluorescence dequenching;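 active means inhibition above 40% at the single screening dose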;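 further: 0% = DMSO control wells and 100% = blanks with heterologous ssDNA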
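material = hRad51 filaments on single-stranded DNA | reagent = Donor/quencher-labelled 47-bp dsDNA substrate | compound = 10 µM final, single point | schedule = strand-exchange reaction 15 min at room temperature | measured by = fluorescein emission 520 nm, excitation 485 nm | read-out basis = % inhibition versus plate control and blank means | benchmarks = plate controls and plate blanks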
KCC2 mod: modulators of human KCC2 chloride dependent transport; Q9H2X9; 2.2% of 190,000 active; B-score of Tl+ flux slope (higher = more flux/activation; lower = inhibition) at 10 µM; KCC2 cells, thallium flux FluoZin-2 fluorescence;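 active means thallium flux slope and its plate-corrected score both differing from the plate sample mean at a set confidence after two filtering rounds, in either direction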;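 further: slope of fluorescence scaled to starting intensity during 10 to 20 s after thallium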
Target sequence (Q9H2X9 whole entry, looked up): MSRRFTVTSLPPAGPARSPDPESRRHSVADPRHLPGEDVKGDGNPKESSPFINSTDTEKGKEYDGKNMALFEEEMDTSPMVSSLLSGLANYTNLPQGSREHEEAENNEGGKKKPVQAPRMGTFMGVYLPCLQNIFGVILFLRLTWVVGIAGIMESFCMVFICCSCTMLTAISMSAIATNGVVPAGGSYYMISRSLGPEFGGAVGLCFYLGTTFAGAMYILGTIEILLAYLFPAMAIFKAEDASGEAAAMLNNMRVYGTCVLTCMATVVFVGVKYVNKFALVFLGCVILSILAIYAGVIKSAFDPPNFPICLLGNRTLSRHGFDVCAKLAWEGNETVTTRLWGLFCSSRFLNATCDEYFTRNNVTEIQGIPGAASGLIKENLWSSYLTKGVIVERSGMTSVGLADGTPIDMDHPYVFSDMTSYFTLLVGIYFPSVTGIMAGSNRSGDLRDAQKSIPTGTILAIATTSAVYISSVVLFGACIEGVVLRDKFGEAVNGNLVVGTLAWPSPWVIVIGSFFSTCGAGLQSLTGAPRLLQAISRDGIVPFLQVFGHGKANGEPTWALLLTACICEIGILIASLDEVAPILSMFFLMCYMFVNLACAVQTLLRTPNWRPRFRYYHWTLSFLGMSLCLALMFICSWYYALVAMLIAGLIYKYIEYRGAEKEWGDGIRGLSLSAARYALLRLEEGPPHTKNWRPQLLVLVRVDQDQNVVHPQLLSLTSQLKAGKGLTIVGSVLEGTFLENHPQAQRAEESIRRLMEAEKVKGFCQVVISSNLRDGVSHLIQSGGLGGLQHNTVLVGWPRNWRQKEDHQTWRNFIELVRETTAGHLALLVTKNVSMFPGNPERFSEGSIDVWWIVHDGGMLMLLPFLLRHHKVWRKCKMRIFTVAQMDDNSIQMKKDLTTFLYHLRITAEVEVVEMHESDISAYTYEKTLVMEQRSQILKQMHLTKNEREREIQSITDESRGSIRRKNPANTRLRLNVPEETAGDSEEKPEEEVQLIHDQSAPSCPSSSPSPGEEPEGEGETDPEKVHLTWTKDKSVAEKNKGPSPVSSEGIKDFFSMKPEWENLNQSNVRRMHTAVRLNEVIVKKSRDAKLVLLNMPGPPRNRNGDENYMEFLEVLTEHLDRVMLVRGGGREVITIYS
Furin inhibitor: blocks human furin protease activity; P09958; purified furin, fluorogenic substrate cleavage; inhibition, % at 30 µM; 0.061% of 220,000 active; AID 463115; in the data active means inhibition above about 25%; further: inactives centre near -15
Calpain2 inh: inhibitors of pig calpain II. inhibition, % at 16 µM. AID 1236. 0.37% of 220,000 active. purified calpain II, fluorogenic peptide substrate, 30 min;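 active means inhibition above about 50%, limit read from the data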
PERK inhibitor: blocks human PERK kinase; 0.17% of 220,000 active; inhibition, % at 5.6 µM; Q9NZJ5; CHO PERK-DD fusion, SEAP luminescence translation reporter;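 active means inhibition above the mean inhibition of all tested compounds plus 3 SD, set separately per screening campaign, cut at about 2.9% in these data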;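 further: PERK kinase domain activated by AP20187 dimerizer at 100 nM; 0% = DMSO with dimerizer and 100% = rapamycin at 8.4 µM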
thrombin 1536: inhibitors of human thrombin; P00734; alpha-thrombin, Boc-VPR-AMC fluorogenic substrate cleavage; inhibition, % at 5 µM; 0.26% of 220,000 active;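 active means inhibition at or above 40%; inactive means inhibition below 40%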;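 further: 0% = enzyme with no compound and 100% = wells without enzyme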
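Assay system: human alpha-thrombin enzyme. Reagent: Boc-VPR-AMC substrate, 15 µM final. Compound dosing: one concentration per compound, 5 µM, with 0.2% DMSO. Incubation: room-temperature reaction. Technique: AMC fluorescence, 355/460 nm. Measure: % inhibition relative to enzyme controls and enzyme-free blanks.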
FXIa inh 1536: inhibitors of human coagulation factor XIa | purified FXIa, Boc-Glu-Ala-Arg-AMC fluorogenic substrate | P03951 | AID 798 | 0.14% of 220,000 active | inhibition, % at 5 µM;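 active means inhibition of at least 40%; inactive means inhibition below 40%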;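 further: fluorescence of freed AMC excited at 355 nm; 0% = enzyme without compound and 100% = no enzyme blank; many of its hits are not listed in these tables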
* marks the source's active call; other numbers are inactive results; x = no result given; [ ] = another dose, or the depositor's remark. A portion of the library. The share of hits here may be higher or lower than overall.

SMILES	KLK5 inh	FXIIa inh 1536	Rad51 HR inh	KCC2 mod	Furin inhibitor	Calpain2 inh	PERK inhibitor	thrombin 1536	FXIa inh 1536
CCOC(=O)C(NC(=O)OC(C)C)(Nc1nccs1)C(F)(F)F (centres undefined)	-21	20	3	0.02	-13[20 µM]	-25	1.6	3	6
COc1ccccc1C(=O)Nc1c2c(nn1-c1cccc(C)c1C)CS(=O)C2 (centres undefined)	-4	17	x	6.7*	-16	-13	-0.1	4	-4
O=C(CSCc1cccs1)N1CCCC1	-21	11	7	1.2	-15	17	0.8	3	0
COC(=O)C1=C(C)N=c2s/c(=C/c3cccs3)c(=O)n2C1c1ccc(F)cc1 (centres undefined)	0	-4	0	-1.2	-5[20 µM]	19	-0.2	-2	-6
Cc1cc2nc3n(c2cc1C)CC1CC(C(=O)NCc2cccc(C(F)(F)F)c2)N(C)C31 (centres undefined)	2	8	-2	0.25	-32	-10	x	-1	1
CCOc1ccc(Nc2nc(Nc3ccc(O)cc3)nc(C)c2[N+](=O)[O-])cc1	5	2	28	-0.01	-31	-51	-0.3	-13	-2
Cc1ccc(C(O)(c2ccccc2)c2ccccc2C(C)N(C)C)c(C)c1 (centres undefined)	-18	4	-1	-0.26	-10[20 µM]	11	-1.1	-12	-4
CCOC(=O)c1ccc(N2C(=O)CC(N3CCOCC3)C2=O)cc1 (centres undefined)	-12	18	-3	0.6	-10[20 µM]	1	0.4	0	3
NC(=O)c1cnn2c(C(F)(F)F)cc(-c3ccc(F)cc3)nc12	8	17	-1	x	8	-155	0.0	2	5
O=C(CCS(=O)(=O)Cc1ccccc1)NCc1ccco1	-14	-2	0	0.4	-22[20 µM]	-46	0.3	-5	-3
Cc1cc(C)nc(N2CCC(C(=O)NCCc3ccc(F)cc3)CC2)n1	-10	-2	x	0.83	-19	-31	1.2	-5	-6
C=COC(=O)CSc1snc(SCC(=O)OC)c1C#N	-3	2	-2	-0.075	-17[20 µM]	-13	0.9	-10	4
C=C(C)Cn1c(CCCNC(=O)CC)nc2ccccc21	2	15	-2	-5*	-9[20 µM]	-11	-0.4	3	6
O=C(NNc1cc(Cl)ccc1Cl)c1cccnc1Cl	-3	9	0	0.79	-22	10	0.7	-8	-2
CN(Cc1ccon1)C(=O)CC1C(=O)NCCN1CC(C)(C)C (centres undefined)	-2	5	x	0.35	-15	7	-0.5	-5	-1
O=C(/C=C/c1cccc([N+](=O)[O-])c1)Nc1cccc(NC(=O)c2ccco2)c1	0	7	-7	0.58	1	14	0.0	-3	3
CCn1c(CSc2nc3ccccc3n2C)nc2ccccc21	1	7	1	-4*	-22	2	-1.8	-3	0
O=C(Nc1ccccc1)NC1CCN(Cc2nnnn2C2CCCCC2)CC1	-14	8	-3	-3	-19	-31	-0.9	-22	-7
CC1(C)COC2(OC1)C(=O)N(CN1CCOCC1)c1ccccc12	3	14	-10	0	-21	9	1.4	-3	3
O=C(O)c1cc(-c2ccncc2)nc2ccc(S(=O)(=O)N3CCOCC3)cc12	2	-3	-6	-0.78	-14	-2	0.0	-20	2
CC1=C/C(=N\NC(=O)c2ccccc2)CC1	-18	8	-6	0.095	-6	-6	0.8	-4	7
Cc1ccc2nc(N3CCN(C)CC3)c(C#N)cc2c1	-10	4	3	x	-31	-105	0.6	5	12
Cc1c(N2C(=O)CSC2c2ccc([N+](=O)[O-])cc2)c(=O)n(-c2ccccc2)n1C (centres undefined)	-2	2	x	0.27	-12	3	0.2	-10	-2
S=C(c1ccc(-c2ccc(Cl)cc2)o1)N1CCCCC1	-8	5	0	x	-10[20 µM]	-5	0.3	0	-9
O=C(Nc1ccccc1)c1ccccc1N=Cc1ccccc1O	-12	6	16	-0.95	-26	-382	1.6	1	5

In the list so far, 2 contain an aryl thioether with sulfur outside any ring:
SMILES	KLK5 inh	FXIIa inh 1536	Rad51 HR inh	KCC2 mod	Furin inhibitor	Calpain2 inh	PERK inhibitor	thrombin 1536	FXIa inh 1536
C=COC(=O)CSc1snc(SCC(=O)OC)c1C#N	-3	2	-2	-0.075	-17[20 µM]	-13	0.9	-10	4
CCn1c(CSc2nc3ccccc3n2C)nc2ccccc21	1	7	1	-4*	-22	2	-1.8	-3	0

More records follow.
SMILES	KLK5 inh	FXIIa inh 1536	Rad51 HR inh	KCC2 mod	Furin inhibitor	Calpain2 inh	PERK inhibitor	thrombin 1536	FXIa inh 1536
O=S(=O)(Nc1nc2ccccc2nc1-[n+]1cccc(N=C([O-])c2ccccc2Cl)c1)c1ccccc1	2	3	-157	0.8	-18	-23	0.2	0	11
COc1ccccc1C(=O)NC1CCCCCCC1	-11	8	-9	-0.95	-17[20 µM]	-10	-0.6	-7	-3
Cc1cc2ccccc2nc1SCC(=O)NC1CCCCC1	-4	10	0	-0.74	-25	5	-0.2	5	0
O=C(COC(=O)c1ccc2c(c1)S(=O)(=O)N=C1CCCCCN12)NCCc1ccc(F)cc1	-5	1	20	-2	-28	-29	0.6	4	-6
Cc1ccc(S(=O)(=O)N2CCN(CC(O)c3ccccc3)CC2)cc1C (centres undefined)	3	10	7	-0.57	-18	-10	1.8	-2	-1
O=C(c1ccco1)N1CCN(C(=O)c2cc(-c3ccccn3)nc3ccc(Cl)cc23)CC1	-10	6	-10	x	-20[20 µM]	-196	-0.7	-6	3
O=C(CCc1ccccc1)NCCCN1CCOCC1	5	18	-1	x	-1	-46	0.4	0	6
CC1=CC(C)(C)N(C(=O)CNC2CCCCC2)c2cc(C)ccc21	3	3	-3	0.41	-16	26	-0.8	5	-7
Fc1ccccc1CN1CCCCCCC1	7	-9	-4	-0.03	-19[20 µM]	12	2.5	25	-2
CCn1nnc(NC(=O)C(C)(c2ccccc2)c2ccccc2)n1	3	10	0	-0.51	-19	-19	1.4	-7	-1
N#C/C(=C/c1ccc(C(=O)O)cc1)C(=O)Nc1ccccc1	-14	4	0	-1.2	-16	16	-0.6	-2	-7
OCC1(Cc2ccccc2)CCCN(Cc2ccc(-c3ccco3)cc2)C1 (centres undefined)	13	11	-9	0.69	-12	-8	-1.4	2	-2
O=c1cc[nH]c2cc(Cl)ccc12	-10	16	8	0.051	-22	-2	0.4	2	5
NC(=S)N/N=C/c1ccc(-c2ccc([N+](=O)[O-])cc2)o1	1	6	-56	-0.19	-14	-12	2.7	-2	4
O=C(C1CCCN(S(=O)(=O)c2cccc3nonc23)C1)N1CCC(Cc2ccccc2)CC1 (centres undefined)	1	3	4	x	-18[20 µM]	-17	-1.0	0	-1
COc1ccc(/C(O)=C2/C(=O)C(=O)N(CC3CCCO3)C2c2cccc(OC)c2)cc1 (centres undefined)	-28	10	2	-0.26	-8	7	0.0	4	6
CC(C)CCn1nnnc1C(c1ccc(F)cc1)N1CCC(C(N)=O)CC1 (centres undefined)	-23	10	5	-0.015	-22	-4	0.7	1	1
COc1cccc(NC(=O)CN(C)C(=O)/C=C/c2cc(OC)ccc2OC)c1	-16	-4	4	0.61	-13	-438	-0.8	-8	-9
Cc1cc(C)cc(CC2CC(=O)N(c3ccc(Cl)cn3)C2=O)c1 (centres undefined)	-1	14	-8	0.083	-13[20 µM]	5	-0.5	2	3
Cc1cc2c(ncn2Cc2ccccc2)c([N+](=O)[O-])c1C	1	-2	8	0.1	-16[20 µM]	8	0.5	-3	1
CC(=O)c1ccc(NC(=O)CSc2nc(N)c3cc4c(nc3n2)CCCC4)cc1	7	16	9	-1.2	-21	-70	-1.2	-1	20
CCc1nnc(NC(=O)Cc2ccc(OC)cc2)s1	0	7	0	0.25	-9[20 µM]	-5	1.2	-6	-27
CCCc1[nH]nc2c1C(c1cccc(OC)c1)C(C#N)=C(N)O2 (centres undefined)	-9	7	-5	-0.35	-25[20 µM]	-25	0.5	-3	-4
Cc1nn(C)cc1/C=N/O	-15	-3	-5	0.032	-12[20 µM]	-11	0.5	1	-11
COc1cc(C(C(=O)NC(C)(C)C)N(Cc2ccccc2)C(=O)c2cnccn2)cc(OC)c1OC (centres undefined)	2	2	2	0.64	-20	-33	-0.2	-21	4
COC(=O)CCCC1=CC2=CC(=O)C(C)(OC(=O)c3cccs3)C(=O)C2=CN1CC1CC1 (centres undefined)	2	7	3	-0.93	-1	29	x	1	0
COc1cccc2c(=O)ccoc12	-3	19	-2	-0.72	-16[20 µM]	-112	1.6	1	8
COC(=O)c1ccc(S(=O)(=O)N2CCN(CCO)CC2)n1C	3	1	7	0.91	-14	2	1.1	-1	3
CCC(C)Nc1nc(N)c([N+](=O)[O-])c(Nc2ccccc2OC)n1 (centres undefined)	0	8	10	0.4	-6	13	-2.0	-1	0

Taken from above, 5 compounds:
SMILES	KLK5 inh	FXIIa inh 1536	Rad51 HR inh	KCC2 mod	Furin inhibitor	Calpain2 inh	PERK inhibitor	thrombin 1536	FXIa inh 1536
COc1cc(C(C(=O)NC(C)(C)C)N(Cc2ccccc2)C(=O)c2cnccn2)cc(OC)c1OC (centres undefined)	2	2	2	0.64	-20	-33	-0.2	-21	4
COC(=O)CCCC1=CC2=CC(=O)C(C)(OC(=O)c3cccs3)C(=O)C2=CN1CC1CC1 (centres undefined)	2	7	3	-0.93	-1	29	x	1	0
COc1cccc2c(=O)ccoc12	-3	19	-2	-0.72	-16[20 µM]	-112	1.6	1	8
COC(=O)c1ccc(S(=O)(=O)N2CCN(CCO)CC2)n1C	3	1	7	0.91	-14	2	1.1	-1	3
CCC(C)Nc1nc(N)c([N+](=O)[O-])c(Nc2ccccc2OC)n1 (centres undefined)	0	8	10	0.4	-6	13	-2.0	-1	0

Some of the entries above in a different format:
The line under a structure holds: KLK5 inh | FXIIa inh 1536 | Rad51 HR inh | KCC2 mod | Furin inhibitor | Calpain2 inh | PERK inhibitor | thrombin 1536 | FXIa inh 1536
Cc1ccc(S(=O)(=O)N2CCN(CC(O)c3ccccc3)CC2)cc1C (centres undefined)
 : 3 | 10 | 7 | -0.57 | -18 | -10 | 1.8 | -2 | -1
O=C(c1ccco1)N1CCN(C(=O)c2cc(-c3ccccn3)nc3ccc(Cl)cc23)CC1
 : -10 | 6 | -10 | x | -20[20 µM] | -196 | -0.7 | -6 | 3
O=C(CCc1ccccc1)NCCCN1CCOCC1
 : 5 | 18 | -1 | x | -1 | -46 | 0.4 | 0 | 6
